Source: PubChem
GRK2 aptamer HTS: inhibitors of human GRK2 displacing RNA aptamer. AID 488847. bead flow cytometry, FAM-aptamer displacement from GRK2. P25098. inhibition of aptamer binding, % at 10 µM. 0.59% of 330,000 active;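 active = inhibition of aptamer binding above 40%, roughly 3 SD of noise, on plates passing a quality check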;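 also: median bead fluorescence of bound FAM aptamer so fluorescent compounds give negative values; no value below 0 was filed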
Fh CTSL1 inh: counter-screen for PFM18AAP inhibitors: inhibitors of F. hepatica cathepsin L1. recombinant F. hepatica cathepsin L1, Z-Leu-Arg-MCA fluorescence. inhibition, % at 5.96 µM. 0.49% of 300,000 active. AID 1906;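 active = inhibition above the mean of all tested compounds plus 3 SD, set per screening campaign, cut at about 17% in these data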;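 also: 0% = plate median of test compound wells and 100% = 1 µM Z-Phe-Ala-diazomethylketone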
HCV core dimer: HCV core protein dimerization inhibition; 0.33% of 300,000 active; inhibition, % at 5 µM; TR-FRET GST/Flag-core106 dimerization, 1536-well;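 active = inhibition above the mean of all tested compounds plus 3 SD, set per screening campaign, cut at about 45% in these data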
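Assay system: tagged HCV core106 pair (GST and Flag); medium: KF-containing HEPES buffer, pH 7.45, DTT, CHAPS, BSA; also added: Eu donor and XL665 acceptor anti-tag antibodies; dosing: 5 µM single dose; timing: compound-protein-antibody incubation 4 h at 22.5 °C; signal: TR-FRET 671 and 617 nm emission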
proCasp3 act: activators of human procaspase-3. activation, % at 8.5 µM. recombinant procaspase-3 D3A, Ac-DEVD-pNA absorbance 405 nm. 0.11% of 330,000 active. P42574;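 active = activation above the mean of all tested compounds plus 3 SD, cut at about 21% in these data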;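 also: 0% = DMSO alone and 100% = DMSO wells spiked with extra 5 µM PC-3 D3A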
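Test system: Procaspase-3 D3A mutant, all three cleavage aspartates alanine | Dosing: Single dose, 8.5 µM nominal compound, 0.8% DMSO | Schedule: 1 h preincubation, 2 h reaction | Technique: 405 nm absorbance of p-nitroaniline, reads at 0 and 120 min | Repeats: One well per compound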
procasp7 counter: activates human procaspase-7, counter-screen for procaspase-3 activators; P55210; recombinant procaspase-7, Ac-DEVD-pNA absorbance 405 nm; D23A/D198A/D206A triple mutant, cannot self-cleave; scale: DMSO 0, 5 µM enzyme 100; activation, % at 8.5 µM; 0.093% of 330,000 active; AID 463210;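 active = percent activation above the screen-wide mean plus 3 SD, cut at about 25% in these data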
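Material: Procaspase-7 triple mutant (PC-7 D3A) | Quantity: 2 µM procaspase-7 mutant as dispensed | Reagent: DEVD-pNA substrate | Times: 1 h preincubation, 2 h reaction | Technique: 405 nm absorbance of p-nitroaniline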
PP1 counter: blocks human PP1-alpha phosphatase, a PP5 counter-screen; 0.9% of 320,000 active; purified PP1alpha, OMFP fluorescence; P62136; inhibition, % at 6.7 µM;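 active = inhibition above the mean inhibition of all tested compounds plus 3 SD, computed separately for each screening campaign, cut at about 15% in these data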
GASC-1 inh: human JMJD2C demethylase inhibition | Q9H3R0 | GST-JMJD2C(1-420) H3K9me3 demethylation, DELFIA europium | inhibition, % at 2.35 µM | 0.069% of 330,000 active | AID 2099;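 active = more than half of a compound's replicate wells show inhibition beyond 50%, single wells judged on their own value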;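 also: signal counts dimethyl H3K9 product captured on neutravidin plate; 0% = median of DMSO wells and 100% = 0.3 times that DMSO median; strong numbers were not always called active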
VLA-4 inh: inhibition in a human VLA-4 binding assay; P13612; VLA-4 expressing cells, ligand binding flow cytometry; inhibition, % (about 7 µM as worked out from the volumes in the protocol); 0.2% of 330,000 active; in the data active = inhibition above about 50%
Target sequence (P13612 whole entry, looked up): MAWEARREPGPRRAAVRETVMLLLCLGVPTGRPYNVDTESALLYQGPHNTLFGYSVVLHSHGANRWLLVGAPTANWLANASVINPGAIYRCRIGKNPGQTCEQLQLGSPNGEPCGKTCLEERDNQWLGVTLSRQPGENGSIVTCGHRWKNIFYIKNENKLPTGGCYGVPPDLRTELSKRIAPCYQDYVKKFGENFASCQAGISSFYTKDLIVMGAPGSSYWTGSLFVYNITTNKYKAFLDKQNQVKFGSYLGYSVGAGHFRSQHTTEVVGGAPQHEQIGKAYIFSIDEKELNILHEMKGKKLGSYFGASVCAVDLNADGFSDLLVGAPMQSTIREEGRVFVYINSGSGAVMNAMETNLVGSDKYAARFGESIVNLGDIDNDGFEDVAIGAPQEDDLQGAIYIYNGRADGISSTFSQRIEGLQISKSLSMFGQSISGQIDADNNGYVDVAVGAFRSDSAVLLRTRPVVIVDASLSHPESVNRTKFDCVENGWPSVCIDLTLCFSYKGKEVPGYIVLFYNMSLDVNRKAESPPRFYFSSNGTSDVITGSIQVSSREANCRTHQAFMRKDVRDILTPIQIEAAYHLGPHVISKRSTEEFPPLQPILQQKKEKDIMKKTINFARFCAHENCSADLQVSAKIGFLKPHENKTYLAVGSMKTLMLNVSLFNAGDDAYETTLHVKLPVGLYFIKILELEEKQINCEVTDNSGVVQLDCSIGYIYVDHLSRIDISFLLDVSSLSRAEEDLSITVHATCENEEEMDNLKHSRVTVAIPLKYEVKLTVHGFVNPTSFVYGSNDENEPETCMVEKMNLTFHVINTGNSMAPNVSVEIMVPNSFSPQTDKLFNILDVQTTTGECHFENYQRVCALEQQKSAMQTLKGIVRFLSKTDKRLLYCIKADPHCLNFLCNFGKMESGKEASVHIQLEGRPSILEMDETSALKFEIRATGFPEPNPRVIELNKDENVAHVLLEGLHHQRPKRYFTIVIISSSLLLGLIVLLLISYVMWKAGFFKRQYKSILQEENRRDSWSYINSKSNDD
PP5 primary: blocks human protein phosphatase 5 activity; inhibition, % at 6.7 µM; P53041; 0.18% of 320,000 active; purified PP5c, OMFP substrate fluorescence;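 active = inhibition above the campaign's mean inhibition across all tested compounds plus 3 SD, cut at about 9.5% in these data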;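 also: 0% = DMSO only and 100% = 100 µM cantharidin control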
An asterisk follows results filed as active; . = not tested or not shown. An unsorted share of the library, and some 2.6% of all compounds hit somewhere here.

1) O=C(Cn1cc(C(F)(F)F)cc(Cl)c1=O)NCCc1ccc(Cl)cc1Cl
2) Cc1nc(N)sc1C(=O)N/N=C/c1c[nH]c2ccccc12
3) Cc1nc(SCC(=O)Nc2c(C)n(C)n(-c3ccccc3)c2=O)[nH]c(=O)c1Cc1ccccc1
4) COCCCNC(=O)CN(c1ccc(OC)cc1)S(=O)(=O)c1ccc(NC(C)=O)cc1
5) CCN1C[C@@H]2[C@@H]3C(=O)N(Cc4ccccc4)C(=O)[C@@H]3[C@](CC)(C1=O)N2C(=O)c1ccc(C(F)(F)F)cc1
Screen / compound no.	1	2	3	4	5
GRK2 aptamer HTS	0	0	0	3	0
Fh CTSL1 inh	2	0	3	1	.
HCV core dimer	11	-12	-14	3	.
proCasp3 act	2	8	3	-2	3
procasp7 counter	2	9	6	13	4
PP1 counter	-7	-6	2	-1	.
GASC-1 inh	1	2	-3	6	13
VLA-4 inh	-3	6	13	8	6
PP5 primary	1.0	0.2	1.1	-1.1	.

6) Cc1cccc(C(=O)NC(=S)Nc2ccc(N3CCOCC3)cc2)c1
7) O=C(O)C1C(c2ccccc2)C(C(=O)OCCCO)C1c1ccccc1 (stereo not drawn)
8) COc1ccc(C(=O)Nc2ccc(C(=O)OCC(=O)c3cccc4ccccc34)cc2)cc1
9) O=C(CNS(=O)(=O)c1ccccc1)NCC(=O)N1CCCCC1
10) Cc1nc(NCCc2ccc(S(N)(=O)=O)cc2)c2c(C)c(C)sc2n1
Screen / compound no.	6	7	8	9	10
GRK2 aptamer HTS	0	2	1	1	0
Fh CTSL1 inh	1	-5	0	4	3
HCV core dimer	2	-3	-14	-2	7
proCasp3 act	-13	1	3	-4	-4
procasp7 counter	-15	-6	-1	-2	4
PP1 counter	2	1	5	-4	1
GASC-1 inh	40	11	11	-9	-35
VLA-4 inh	9	13	2	16	9
PP5 primary	3.3	0.5	0.5	1.7	2.5

An excerpt from above in order of count of non-hydrogen atoms, rising:
2) Cc1nc(N)sc1C(=O)N/N=C/c1c[nH]c2ccccc12
10) Cc1nc(NCCc2ccc(S(N)(=O)=O)cc2)c2c(C)c(C)sc2n1
7) O=C(O)C1C(c2ccccc2)C(C(=O)OCCCO)C1c1ccccc1 (stereo not drawn)
4) COCCCNC(=O)CN(c1ccc(OC)cc1)S(=O)(=O)c1ccc(NC(C)=O)cc1
3) Cc1nc(SCC(=O)Nc2c(C)n(C)n(-c3ccccc3)c2=O)[nH]c(=O)c1Cc1ccccc1
5) CCN1C[C@@H]2[C@@H]3C(=O)N(Cc4ccccc4)C(=O)[C@@H]3[C@](CC)(C1=O)N2C(=O)c1ccc(C(F)(F)F)cc1
Screen / compound no.	2	10	7	4	3	5
GRK2 aptamer HTS	0	0	2	3	0	0
Fh CTSL1 inh	0	3	-5	1	3	.
HCV core dimer	-12	7	-3	3	-14	.
proCasp3 act	8	-4	1	-2	3	3
procasp7 counter	9	4	-6	13	6	4
PP1 counter	-6	1	1	-1	2	.
GASC-1 inh	2	-35	11	6	-3	13
VLA-4 inh	6	9	13	8	13	6
PP5 primary	0.2	2.5	0.5	-1.1	1.1	.

The results go on:
11) O=C(Nc1ccc2ccccc2c1)c1ccc2[nH]c(=O)c(=O)[nH]c2c1
12) COc1ccc(NC(=O)C2CCCN(S(=O)(=O)c3c(C)n[nH]c3C)C2)cc1OC (stereo not drawn)
13) CCOc1ccc2c(C)c(C(=O)O)oc2c1OCC
14) O=[N+]([O-])c1c(NCCO)cc(N2CCCCCC2)c2nonc12
15) CCOC(=O)N1CCC(NS(=O)(=O)c2ccc3c(c2)OCC(=O)N3)CC1
Screen / compound no.	11	12	13	14	15
GRK2 aptamer HTS	4	1	3	5	0
Fh CTSL1 inh	2	-6	-3	1	-5
HCV core dimer	12	-1	0	-13	-3
proCasp3 act	-4	-3	-2	1	5
procasp7 counter	4	3	-5	4	8
PP1 counter	2	2	0	1	-1
GASC-1 inh	-4	13	3	-3	-9
VLA-4 inh	6	5	19	9	-2
PP5 primary	0.6	-2.5	0.6	4.3	-0.8

16) COc1ccc2c(c1)-c1nc(/N=C/c3ccc(O)c(OC)c3)sc1CC2
17) Cc1ccc(C(=O)NCc2nnc(SCC(=O)Nc3ccccc3)n2C)cc1
18) O=C(NCCO)c1cc2ccccc2c(=O)s1
19) CN(c1ccc(C(=O)Nc2cccc([N+](=O)[O-])c2)cc1)S(C)(=O)=O
20) C/C(=N\NC(=O)Cc1cccn1C)c1ccc2ccccc2c1
Screen / compound no.	16	17	18	19	20
GRK2 aptamer HTS	0	0	0	2	0
Fh CTSL1 inh	1	-6	5	-2	-2
HCV core dimer	-11	-2	2	-4	1
proCasp3 act	-12	7	-3	-1	0
procasp7 counter	-13	0	3	-2	-8
PP1 counter	7	-6	-4	-2	-1
GASC-1 inh	3	9	-2	5	-11
VLA-4 inh	-78	-8	14	-1	-1
PP5 primary	-0.8	-0.6	3.4	-2.1	-0.9

21) COc1cccc(-c2nc(CS(=O)(=O)CC(=O)N3CCN(C)CC3)c(C)o2)c1
22) COc1ccc(OCCN2C(=O)c3ccccc3C2=O)cc1
23) COC(=O)c1ccc(CO/N=C/c2cccc([N+](=O)[O-])c2)cc1
24) CC1=CC(C)(C)N(S(=O)(=O)c2ccc(F)cc2)c2ccc(C)cc21
25) O=C(COC(=O)Cc1ccsc1)NC1CCCCCC1
Screen / compound no.	21	22	23	24	25
GRK2 aptamer HTS	1	0	1	2	1
Fh CTSL1 inh	-1	-3	3	3	-8
HCV core dimer	-10	-1	-1	1	2
proCasp3 act	9	5	1	-2	6
procasp7 counter	7	9	-2	4	10
PP1 counter	-2	0	-1	3	-3
GASC-1 inh	1	-6	-3	-11	0
VLA-4 inh	-16	-4	17	-6	6
PP5 primary	-0.5	0.5	-0.4	3.4	-1.7

26) Clc1ccc(C2=C3CCCCn4c(-c5ccccc5)c[n+](c43)C2)cc1
27) O=C(Oc1c(Cl)cc(Cl)c2cccnc12)N1CCOCC1
28) CS(=O)(=O)N(CC(=O)NCc1ccco1)c1ccc(Cl)cc1Cl
29) c1ccc(COc2ccc(CN3CCN(c4ccccn4)CC3)cc2)cc1
30) Cc1onc(-c2c(F)cccc2Cl)c1C(=O)NC1CCCCCC1
Screen / compound no.	26	27	28	29	30
GRK2 aptamer HTS	5	0	0	0	0
Fh CTSL1 inh	0	-1	-2	1	-1
HCV core dimer	8	2	-4	0	6
proCasp3 act	8	5	-2	13	-1
procasp7 counter	-1	10	5	11	4
PP1 counter	18*	-3	-3	0	0
GASC-1 inh	13	-2	99	-6	-29
VLA-4 inh	-33	17	6	-1	4
PP5 primary	-0.5	3.3	0.8	4.7	1.4

31) CC(C)COC(=O)N1CCN(S(=O)(=O)c2ccc3c(c2)CCC3)CC1
32) CN(C)c1ccc(-c2ccccc2)nn1
33) COCCNc1nc(SC)nc2sc3c(c12)CCN(C)C3
34) Cc1ccc2cc(CCNC(=O)c3ccc4c(c3)OCO4)c(=O)[nH]c2c1C
35) O=C(Nc1nnc(-c2cccs2)o1)c1cc(-c2ccccc2)nc2ccccc12
Screen / compound no.	31	32	33	34	35
GRK2 aptamer HTS	5	0	1	0	5
Fh CTSL1 inh	.	-1	-4	1	-2
HCV core dimer	.	6	0	6	27
proCasp3 act	8	0	3	16	10
procasp7 counter	4	1	5	8	4
PP1 counter	2	-2	-3	-1	13
GASC-1 inh	0	22	3	3	11
VLA-4 inh	41	15	-2	5	33
PP5 primary	1.5	4.2	2.5	-1.3	-0.4

36) CC(C)(C)c1ccc(C(=O)NCc2ccc(Cl)cc2)cc1
37) O=C(Cc1cccs1)Nc1cc(S(=O)(=O)N2CCCCC2)ccc1Cl
38) CN1C(=O)c2cccc3c(Br)ccc(c23)C1=O
39) Cc1cc(C)c[n+](-c2nc3ccccc3nc2[N-]S(=O)(=O)c2cccs2)c1
40) CCS(=O)(=O)NCCc1cc2c(OC)ccc(OC)c2[nH]c1=O
Screen / compound no.	36	37	38	39	40
GRK2 aptamer HTS	1	0	.	1	0
Fh CTSL1 inh	3	.	3	-2	-3
HCV core dimer	4	.	8	-9	4
proCasp3 act	11	8	2	5	12
procasp7 counter	-1	7	8	7	13
PP1 counter	-4	-1	3	9	-2
GASC-1 inh	12	1	-9	-31	6
VLA-4 inh	-29	2	0	0	7
PP5 primary	-0.5	1.4	-2.2	-0.3	-0.8

41) CCOc1ccccc1NC(=O)NCCc1c[nH]c2ccccc12
42) Cc1ccc(-c2cc3cccc[n+]3cc2-c2ccc(C)cc2)cc1
43) CC(=O)c1cn(CC(=O)Nc2ccccc2C)c2ccccc12
44) O=C(N/N=C1\CCCc2c1[nH]c1ccc([N+](=O)[O-])cc21)c1ccncc1
45) CCCOc1cc(C)c(S(=O)(=O)NC2CC(C)(C)NC(C)(C)C2)cc1C
Screen / compound no.	41	42	43	44	45
GRK2 aptamer HTS	0	0	1	0	0
Fh CTSL1 inh	-4	5	1	-2	0
HCV core dimer	5	4	-3	2	-12
proCasp3 act	-9	7	13	1	4
procasp7 counter	-4	2	1	5	5
PP1 counter	-3	3	-6	-3	1
GASC-1 inh	7	-1	12	1	10
VLA-4 inh	-23	7	13	4	12
PP5 primary	4.4	2.0	0.8	1.4	-1.4

46) Cc1ccsc1S(=O)(=O)N1CCCC(CCC(=O)NCc2ccccc2F)C1 (stereo not drawn)
47) COc1ccc(-c2cc(=Nc3c(C)n(C)n(-c4ccccc4)c3=O)c3ccccc3o2)cc1
48) Cc1ccc(CSc2n[nH]c(N)n2)cc1
49) O=C(Nc1ccc(Cl)cc1)c1ccc(-c2ccccn2)s1
50) COC(=O)C1=C(C)NC(C)=C(C(=O)OC)C1C(=O)OCC(=O)N1c2ccccc2CC1C (stereo not drawn)
Screen / compound no.	46	47	48	49	50
GRK2 aptamer HTS	0	0	0	1	0
Fh CTSL1 inh	-4	-2	-3	-2	3
HCV core dimer	2	5	2	0	2
proCasp3 act	2	4	-2	-4	-6
procasp7 counter	8	-52	1	2	0
PP1 counter	2	-7	-4	3	-2
GASC-1 inh	18	-7	2	1	3
VLA-4 inh	5	-1	3	4	1
PP5 primary	-2.7	-3.1	-0.8	-2.2	2.0

51) COC(=O)c1ccccc1NC(=O)Oc1ccc(F)cc1
52) O=C(/C=C/c1ccccc1Cl)NCCc1ccccc1
53) Cc1cc(-c2ccc(C(C)C)c(S(=O)(=O)NCCN3CCC(C)CC3)c2)on1
54) Cc1cc(C)nc(NS(=O)(=O)c2ccc(NC(=O)CN3C(=O)S/C(=C\c4ccccc4)C3=O)cc2)n1
55) CCCCN(C(=O)CC1OC(=O)c2ccccc21)c1c(N)n(CCCC)c(=O)[nH]c1=O (stereo not drawn)
56) COc1cccc(C2C(C(=O)c3ccco3)=C(O)C(=O)N2CCN(C)C)c1OC (stereo not drawn)
Screen / compound no.	51	52	53	54	55	56
GRK2 aptamer HTS	0	3	0	6	0	0
Fh CTSL1 inh	-2	0	3	-2	-1	-3
HCV core dimer	-5	-1	-1	10	-4	-6
proCasp3 act	-1	4	1	4	9	-3
procasp7 counter	6	-1	1	-14	5	13
PP1 counter	-1	-2	0	3	1	0
GASC-1 inh	-1	15	16	-39	-9	-10
VLA-4 inh	3	18	7	-29	-2	27
PP5 primary	2.2	4.0	0.3	1.3	1.5	0.6
